High-throughput results: PubChem BioAssay, several laboratories
OXTR ag = human OXTR agonists, primary screen, fluorescence, CHO-OTR cells, Fluo-8 calcium. Oxytocin receptor (Homo sapiens), P30559. Fluo-8 calcium fluorescence; normalized: DMSO 0%, oxytocin 100%. activation, % at 3 µM. actives 0.32% (n = 320,000);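 active means activation above the mean of all tested compounds plus 3 SD, cutoff set per screening run, cut at about 20% in these data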;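 further: peak over basal fluorescence ratio from a 100 s FLIPR kinetic read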
Target sequence (P30559 whole entry, looked up): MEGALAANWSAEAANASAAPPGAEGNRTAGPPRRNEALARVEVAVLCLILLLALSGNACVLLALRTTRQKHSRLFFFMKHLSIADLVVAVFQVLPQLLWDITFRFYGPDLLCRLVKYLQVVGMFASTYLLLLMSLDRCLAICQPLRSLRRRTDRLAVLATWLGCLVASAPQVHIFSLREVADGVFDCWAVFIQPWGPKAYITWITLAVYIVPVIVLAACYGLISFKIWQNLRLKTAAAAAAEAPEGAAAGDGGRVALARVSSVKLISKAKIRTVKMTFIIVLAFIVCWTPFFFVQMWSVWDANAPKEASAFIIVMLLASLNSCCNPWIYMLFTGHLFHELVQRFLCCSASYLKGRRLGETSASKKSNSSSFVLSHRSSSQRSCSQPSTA
HCV NS3 hel inh = inhibitors of HCV NS3 helicase, primary screen, biochemical, Cy5 molecular beacon fluorescence; inhibition, % at 10.9 µM; Hepatitis C virus NS3 helicase; actives 0.56% (n = 290,000); NS3 helicase DNA unwinding;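 active means inhibition above the mean of all tested compounds plus 3 SD, set per campaign, cut at about 35% in these data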;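 further: 0% = DMSO wells and 100% = thioflavine S control wells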
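Material: hepatitis C virus NS3 helicase domain fragment enzyme; measured by: Cy5 fluorescence, 0 and 60 min reads; control set: DMSO and thioflavine S; incubation: 60 min unwinding reaction at 25 °C after ATP addition; read-out basis: % inhibition from 60/0 min fluorescence ratio, DMSO 0%, thioflavine S 100%; repeats: singlicate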
VIM-2 inh = VIM-2 metallo-beta-lactamase inhibitors, primary screen, biochemical, epi-absorbance readout, Pseudomonas aeruginosa enzyme | actives 0.89% (n = 290,000) | purified VIM-2, nitrocefin hydrolysis, epi-absorbance fluorescence | inhibition, % at 5.6 µM | AID 1527, 2009;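 active means inhibition above the mean of all tested compounds plus 3 SD, cutoff set per screening run, cut at about 7.5% in these data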;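 further: red hydrolysis product quenches plate fluorescence so inhibitors raise well fluorescence; 0% = enzyme with DMSO and 100% = DMSO without enzyme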
IMP-1 inhibitor = IMP-1 metallo-beta-lactamase inhibitors, primary screen, biochemical, epi-absorbance readout, Pseudomonas aeruginosa enzyme; metallo-beta-lactamase IMP-1 (Pseudomonas aeruginosa); purified IMP-1, nitrocefin hydrolysis, epi-absorbance fluorescence; inhibition, % at 5.6 µM; actives 0.45% (n = 290,000);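 active means inhibition above the mean plus 3 SD of all compounds in the same screening run, cut at about 4.5% in these data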;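 further: 0% = IMP-1 with DMSO and 100% = DMSO wells lacking enzyme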
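System: purified IMP-1 / Input: IMP-1 dispensed at 0.2 nM / Medium: 50 mM HEPES pH 7.1, 50 µM ZnSO4, 0.05% Brij 35 / Timing: 15 min enzyme–compound preincubation, then 25 min nitrocefin reaction, 25 °C / Technique: plate fluorescence quenching by hydrolysis product, ex 480/em 530 nm / Repeats: singlicate testing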
PHOSPHO1 block = PubChem AID 1565; Phosphoethanolamine/phosphocholine phosphatase (Homo sapiens), Q8TCT1; recombinant PHOSPHO1, absorbance phosphatase assay; inhibition, % at 13.3 µM; actives 1.1% (n = 290,000); in the data active means inhibition above about 60%
Target sequence (Q8TCT1 whole entry, looked up): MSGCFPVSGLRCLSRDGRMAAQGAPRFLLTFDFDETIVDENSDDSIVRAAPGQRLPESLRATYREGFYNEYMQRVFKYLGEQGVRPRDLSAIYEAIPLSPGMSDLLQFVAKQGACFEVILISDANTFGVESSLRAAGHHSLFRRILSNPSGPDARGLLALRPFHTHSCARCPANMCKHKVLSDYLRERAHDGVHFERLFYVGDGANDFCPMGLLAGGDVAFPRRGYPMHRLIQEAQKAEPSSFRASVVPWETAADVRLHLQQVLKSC
DNA FID counter = compounds displacing fluorescent DNA intercalator, primary screen, artefact control for HCV NS3 helicase inhibitor project, biochemical, FID fluorescence; actives 0.17% (n = 290,000); inhibition, % at 7.9 µM; DNA fluorescent intercalator displacement; AID 1845, 2009; in the data active means inhibition above about 37%;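 further: 0% = vehicle and 100% = reference compound; higher means more ethidium bromide displaced from hairpin DNA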
GPR7 antag = GPR7 receptor antagonists, primary screen, cell-based, fluorescence, single concentration. Neuropeptides B/W receptor type 1 (Homo sapiens), P48145. GPR7-expressing cells, fluorescence antagonist assay. inhibition, % at 4.4 µM. actives 1.1% (n = 290,000); in the data active means inhibition above about 16%, passing the limit was not always enough;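 further: cells stimulated with the agonist NPW; 0% = agonist with vehicle and 100% = vehicle without agonist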
V1aR counter = agonists of human V1a receptor, primary screen, counter-screen for OXTR agonist project, fluorescence, CHO-V1R cells; Vasopressin V1a receptor (Homo sapiens), P37288; Fluo-8 calcium fluorescence, agonist mode; 0% DMSO, 100% 3 nM vasopressin; activation, % at 3 µM; actives 0.25% (n = 320,000); AID 2797, 2010;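 active means activation above the mean activation of all tested compounds plus 3 SD, per screening run, cut at about 20% in these data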;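 further: signal is peak over basal fluorescence ratio across a 100 second FLIPR read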
Target sequence (P37288 whole entry, looked up): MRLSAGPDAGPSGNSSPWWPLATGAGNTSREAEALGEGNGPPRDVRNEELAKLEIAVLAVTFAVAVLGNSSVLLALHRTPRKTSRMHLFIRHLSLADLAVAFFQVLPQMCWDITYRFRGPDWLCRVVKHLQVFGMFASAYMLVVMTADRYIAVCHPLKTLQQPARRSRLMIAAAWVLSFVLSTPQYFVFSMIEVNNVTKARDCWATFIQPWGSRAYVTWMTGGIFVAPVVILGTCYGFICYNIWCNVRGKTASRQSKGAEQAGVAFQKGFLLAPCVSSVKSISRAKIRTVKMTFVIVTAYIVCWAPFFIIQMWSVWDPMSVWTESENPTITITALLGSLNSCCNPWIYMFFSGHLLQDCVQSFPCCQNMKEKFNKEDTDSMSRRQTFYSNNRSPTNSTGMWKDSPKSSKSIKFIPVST
GalR3 antagonist = GalR3 antagonists in HEK293 cells, primary screen, cell-based, fluorescence readout; Galanin receptor type 3 (Homo sapiens), O60755; HEK293 GalR3-CNG cAMP membrane potential fluorescence; galR3 body fused to GalR1 C-terminus; inhibition, % at 3 µM; actives 0.44% (n = 360,000);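 active means inhibition above the screen-wide average plus 3 SD, cut at about 13% in these data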;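 further: forskolin and galanin both at EC90 stimulate the cells; cAMP rise reported by CNG channel membrane potential dye signal; 0% = forskolin plus galanin with DMSO and 100% = forskolin alone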
Starred values were filed as active, the others as inactive; x = no result given.

SMILES	OXTR ag	HCV NS3 hel inh	VIM-2 inh	IMP-1 inhibitor	PHOSPHO1 block	DNA FID counter	GPR7 antag	V1aR counter	GalR3 antagonist
CCn1cc(/C=N\NC(=O)c2ccccc2Cl)cn1	0.1	2.0	1.2	-0.6	-3.4	-1.0	-5.1	1.6	-9.8
O=C(CN1CCN(c2ccccn2)CC1)Nc1ccc(OCc2ccccc2)cc1	6.5	-25.5	0.0	0.2	1.3	-16.9	-2.8	5.2	-3.3
CC(=O)c1c(N2CCN(C(=O)C3CCCO3)CC2)nc(=S)n(-c2ccccc2)c1C (stereo not given)	0.6	2.6	-0.8	-4.1	-29.1	-12.1	-8.5	4.8	-2.0
COCCn1c(C)cc(C(=O)CSc2nc(C)c(C)c(C)n2)c1C	1.9	14.4	-0.6	2.0	3.3	-11.0	-6.4	1.1	-0.6
CCc1ccc(/C=N/NC(=O)c2cc(-c3ccncc3)nc3ccccc23)s1	-1.9	-4.2	-4.3	-5.1	1.0	-4.4	3.1	-0.7	-2.5
Cc1cccc(Nc2nc3c(S(=O)(=O)c4ccccc4)nnn3c3ccccc23)c1	-1.2	-2.1	-1.8	-2.2	3.2	-2.5	-11.0	0.7	-2.9
COc1ccc(NCC(=O)N/N=C2\CCc3ccccc32)cc1	-0.9	-0.8	-2.9	-1.1	21.0	3.3	5.4	0.3	-3.8
CCCC(=O)OCC(=O)c1[nH]c(C)c(C(C)=O)c1C	0.6	-10.8	-1.5	-2.2	-13.0	-0.9	-7.0	0.7	2.8
COc1ccc(C(=O)N=C2SC3CS(=O)(=O)CC3N2Cc2ccccc2)cc1OC (stereo not given)	1.5	-4.9	-1.4	-2.0	41.2	-37.3	0.7	0.8	-2.5
Cc1ccccc1CN1CCN(CC2CC2)CC1CCO (stereo not given)	-0.1	-6.2	-1.2	-2.1	x	-2.4	-8.0	-0.3	-1.7
Cc1cccc(NC(=O)c2ccc3c(c2)C(=O)N(Cc2cccnc2)C3=O)c1C	1.1	-0.6	-0.4	-2.6	42.6	-31.9	-11.8	1.9	4.1
Cc1onc(-c2c(Cl)cccc2Cl)c1NC(=O)NN(C)c1ccc([N+](=O)[O-])cn1	1.1	-12.9	-1.1	-0.6	12.9	-4.5	-7.8	-0.1	-5.7
O=C(Nc1cccnc1)c1cc(-c2cccc(Cl)c2)on1	1.7	4.7	-2.2	-5.1	20.0	-27.0	23.2*	3.2	-9.1
COc1ccc(-c2nc(CS(=O)CC(=O)N3CCOCC3)c(C)o2)cc1OC (stereo not given)	0.1	4.4	-0.3	-0.8	36.8	-20.8	-5.0	0.7	-1.4
COc1ccc(NC(=O)C(=O)N/N=C(\C)CC(=O)Nc2cc(C)ccn2)c(OC)c1	-1.4	5.7	-2.6	-2.3	11.9	-14.7	-9.4	-0.6	-2.9
CNC(=O)NC(=O)COC(=O)c1ccccc1OCc1ccccc1	-1.5	5.0	-1.0	-3.8	23.6	-18.4	-8.9	0.2	-2.4
CC(C)CCN(C(=S)NC(=O)C1CCCCC1)c1c(N)n(Cc2ccccc2)c(=O)[nH]c1=O	0.1	0.2	-7.2	-5.5	-2.1	-29.9	0.6	-0.2	-0.8
Cc1cc(C)c(S(=O)(=O)c2ccccc2)c(OC(=O)c2ccc(Cl)cc2Cl)n1	-1.4	-6.8	-2.8	-3.4	1.7	-6.5	-4.6	0.4	x
Cc1cccc(N2CCN(C(=O)CCCn3c(=O)c4cccn4c4cccnc43)CC2)c1C	0.0	7.7	-1.6	-3.2	19.1	-35.6	-29.6	-0.4	1.5
Cn1cccc1/C=N/NC(=O)Cc1cccs1	-0.1	1.0	-2.9	-1.6	-9.9	-9.6	3.5	1.4	0.1
Nc1nncn1C(=O)c1cc(Br)ccc1Cl	-0.9	-19.5	-2.1	-2.8	-10.5	-0.6	-10.8	0.3	4.3
CC(C)C(=O)Nc1cc2c(cc1C(=O)c1ccccc1)OCCO2	-0.3	-5.2	-1.0	-3.4	35.8	-8.7	-5.9	-0.5	-3.4
CC(=O)Cc1nsc(NC(=O)c2ccc(Cl)cc2Cl)n1	1.7	6.3	-3.4	-2.1	16.2	-2.7	3.4	2.4	-5.1
COc1ccccc1CNC(=O)CS(=O)(=O)c1ccc(C)cc1	-1.4	2.9	-1.7	-2.0	42.6	-9.0	-12.0	-0.7	5.4
Cc1cc(C)n(CC(=O)O)n1	1.6	-1.2	-4.3	-1.7	-1.9	1.9	-2.9	0.9	1.4
Carrying on.
SMILES	OXTR ag	HCV NS3 hel inh	VIM-2 inh	IMP-1 inhibitor	PHOSPHO1 block	DNA FID counter	GPR7 antag	V1aR counter	GalR3 antagonist
Cc1sc(/C=C2\C(=O)ON=C2c2ccccc2)cc1Br	-0.5	19.0	-8.2	-3.3	1.8	-23.8	-12.6	-0.1	x
COc1ccc(C(=O)NCC(=O)N/N=C/C(C)=C/c2ccccc2)cc1OC	0.8	14.3	-1.7	0.7	8.6	-26.9	3.1	0.3	0.8
Cc1ccc(Cn2ncc3c(N4CCOCC4)ncnc32)cc1	1.9	1.2	-3.2	-2.6	10.2	-11.7	-1.6	2.4	-3.9
Cc1cc(N2CCCCC2)nc(N2CCOCC2)n1	-0.9	4.8	-1.1	0.2	9.7	5.3	1.1	-0.4	-2.5
C/C(=N\O)c1oc2ccc3c(C)cc(=O)oc3c2c1C	-0.1	24.2	1.7	-2.7	41.6	-2.1	0.3	0.1	-7.6
CCn1c(SCC(=O)Nc2ccc(S(=O)(=O)Nc3ccccn3)cc2)nnc1-c1ccncc1	0.3	11.8	2.0	-0.3	-2.4	-15.5	-4.4	0.6	-2.0
Cc1onc(-c2ccccc2Cl)c1C(=O)Nc1c(C)n(C)n(-c2ccccc2)c1=O	-0.3	-8.0	-0.2	0.3	-1.1	-8.4	0.3	0.5	-4.0
O=C1NC(NS(=O)(=O)c2ccc(Cl)cc2)(C(F)(F)F)C(=O)N1Cc1cccnc1 (stereo not given)	0.3	1.1	-1.8	0.5	-7.4	2.9	-9.7	0.1	-4.7
CCCn1c(CCC(=O)O)nc2cc(S(N)(=O)=O)ccc21	-0.1	-1.6	-0.6	-0.4	0.1	-3.2	-7.8	0.3	-5.7
O=C(O)/C=C/C(=O)Nc1ccc(O)cc1	-0.9	-12.9	-1.5	-2.8	37.7	-5.6	-5.5	-0.3	-2.7
Cc1ccsc1C(=O)NCCC(c1ccccc1)c1ccccc1	-0.5	5.6	-5.0	-1.2	16.7	-21.9	6.2	-0.2	-4.1
Cc1ccc(C(=O)N(C)c2ccc(OCC(=O)N3c4ccc(C)cc4C4CN(C)CCC43)cc2)cc1 (stereo not given)	-0.3	-30.6	-1.9	-3.0	19.2	10.1	4.2	0.8	x
CCOC(=O)C1=C(C)N(CCCC(=O)O)C(=O)NC1c1ccc(Cl)cc1 (stereo not given)	-0.7	4.6	-1.2	-2.6	9.6	-20.7	-3.5	0.4	-4.4
O=C(c1ccccc1)c1ccc(Cn2cc(-c3ccccc3)nn2)cc1	7.7	10.8	1.4	1.2	-13.0	-17.7	40.9*	6.2	24.8*
O=C1Nc2ccccc2Nc2ccccc21	0.1	1.1	2.1	-0.8	9.8	-0.2	-0.6	-0.1	-11.7
CCOc1cc(/C=N/NC(=O)C(=O)NCCCOC(C)C)cc(Br)c1O	0.0	2.9	-1.1	-5.5	3.2	-18.6	-13.2	-1.1	-0.6
C/C(=N\Nc1nc2ccccc2[nH]1)c1ccc(N2CCOCC2)cc1	0.5	4.8	-7.8	-8.8	27.1	6.2	-10.4	2.0	-3.1
Clc1ccccc1Oc1cnc2ccccc2n1	-2.6	12.5	-2.8	-3.3	16.0	-9.5	3.3	-0.7	-5.8
Cc1cc(C)nc(NC(=O)c2c(Cl)cccc2Cl)n1	0.9	5.6	3.5	-1.4	17.9	2.8	-0.7	0.6	1.5
CCOC(=O)Cn1c(=O)oc2cc(S(=O)(=O)N3CCc4ccccc43)ccc21	3.2	-4.7	-5.2	-4.5	-9.2	-18.2	2.6	5.7	-1.7
O=C(c1ccco1)N1CCN(CCOCCOc2cccc3ccccc23)CC1	0.5	-5.3	-2.0	-2.7	-16.3	-12.8	-4.6	1.1	-7.1
CCN(CC)S(=O)(=O)c1ccc(OC)c(NC(=O)CC2CCCC2)c1	-0.1	-3.8	-1.8	-2.2	28.0	-30.6	-0.3	-1.1	-9.7
C#CCn1c(=NC(=O)c2ccc(S(=O)(=O)N3CCc4ccccc4C3)cc2)sc2cc(S(N)(=O)=O)ccc21	1.3	2.8	-1.2	-1.2	-2.4	-3.8	-3.7	0.5	x
COCCNC(=O)C(C)N1c2cccc3cccc(c23)S1(=O)=O (stereo not given)	0.2	1.1	-1.9	-4.4	-4.2	-3.5	-17.3	1.4	-3.7
O=C(Nc1ccc(-c2nnc(-c3ccccc3)o2)cc1)c1ccc(Br)o1	1.2	-1.1	-2.3	0.2	x	-1.2	-11.0	0.2	-2.4

Entries listed above that bear a hit mark in GalR3 antagonist:
structure	HCV NS3 hel inh	VIM-2 inh	IMP-1 inhibitor	PHOSPHO1 block	GPR7 antag	GalR3 antagonist
O=C(c1ccccc1)c1ccc(Cn2cc(-c3ccccc3)nn2)cc1	10.8	1.4	1.2	-13.0	40.9*	24.8*

The results go on.
SMILES	OXTR ag	HCV NS3 hel inh	VIM-2 inh	IMP-1 inhibitor	PHOSPHO1 block	DNA FID counter	GPR7 antag	V1aR counter	GalR3 antagonist
CC(=O)Nc1ccc2nc3c(=O)n(C)c(=O)n(C)c3nc2c1	0.8	3.9	6.0	-1.8	36.8	1.6	-7.2	0.5	-5.7
COc1cccc(/C=N/NC(=S)NC2CC3CCC2C3)c1OC (stereo not given)	-1.6	-1.9	-1.8	-2.4	16.6	-25.8	-23.8	-2.1	-4.4
COc1ccc(N(CC(=O)NC(C)(C)C)S(=O)(=O)c2ccccc2)cc1OC	-0.1	0.7	-2.9	-0.9	-1.3	-7.1	-10.9	-0.2	-1.4
Cc1ccccc1CC1(CO)CCCN(C(=O)CCC(F)(F)F)C1 (stereo not given)	-2.2	5.2	0.6	0.9	-80.8	-19.7	5.7	0.3	-5.3
COc1cc(-n2c(-c3ccccc3)n[nH]c2=S)c(OC)cc1Cl	-1.8	7.2	0.7	-1.8	-34.8	-17.7	-0.7	-1.4	-0.4
O=C(CSCc1ccccc1)Nc1ccc(F)cc1F	-2.9	-9.8	-0.6	-1.0	32.2	-3.7	-5.3	-0.4	-4.9
Cc1ccc(C(=O)CN(C(=O)c2ccc(Cl)c(Cl)c2)N2C(=O)C3CCCCC3C2=O)cc1 (stereo not given)	-0.8	0.1	-1.9	-0.2	0.3	-5.1	-3.8	0.5	-3.9

Rows were taken by chance, and some 4.3% of all compounds hit somewhere here.
